# RTF Ca sens inh – cardiac RTF calcium desensitization; IANBD-labeled cardiac RTF, Ca2+ fluorescence; inhibition, % at 7.15 µM; AID 493244; P19429+P45379; 340,000 tested, 0.12% active;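 active = inhibition above the mean inhibition of all tested compounds plus 3 SD, cut at about 17% in these data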;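 also: assay run at fixed EC70 calcium of 1.6 mM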
# DAGLB inhibitor – diacylglycerol lipase beta (human) inhibition | HEK293T DAGLB membrane lysate, EnzChek fluorogenic substrate | 340,000 tested, 0.059% active | Q8NCG7 | AID 504411 | inhibition, % at 5.17 µM; in the data active = inhibition above about 34%;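 also: 0% = enzyme with vehicle and 100% = wells lacking enzyme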
# Target sequence (Q8NCG7 whole entry, looked up): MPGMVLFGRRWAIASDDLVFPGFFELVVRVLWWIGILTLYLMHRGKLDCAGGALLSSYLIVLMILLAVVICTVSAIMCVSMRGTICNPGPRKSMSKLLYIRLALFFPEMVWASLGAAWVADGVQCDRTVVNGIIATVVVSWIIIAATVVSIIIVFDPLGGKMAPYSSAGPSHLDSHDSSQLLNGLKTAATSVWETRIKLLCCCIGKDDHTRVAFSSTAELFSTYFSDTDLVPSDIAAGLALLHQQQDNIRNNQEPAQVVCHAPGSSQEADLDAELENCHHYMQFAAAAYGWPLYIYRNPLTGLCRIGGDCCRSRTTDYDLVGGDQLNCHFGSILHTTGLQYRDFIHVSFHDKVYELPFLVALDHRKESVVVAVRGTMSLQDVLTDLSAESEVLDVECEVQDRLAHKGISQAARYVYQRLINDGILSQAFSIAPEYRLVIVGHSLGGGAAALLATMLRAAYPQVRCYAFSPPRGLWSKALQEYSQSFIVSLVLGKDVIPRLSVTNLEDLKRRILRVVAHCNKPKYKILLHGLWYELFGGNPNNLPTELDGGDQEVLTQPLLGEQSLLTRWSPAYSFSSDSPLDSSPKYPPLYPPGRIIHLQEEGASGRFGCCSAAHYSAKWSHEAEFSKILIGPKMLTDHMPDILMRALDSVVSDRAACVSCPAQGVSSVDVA
# Keap1-Nrf2 PPI – Keap1-Nrf2 (human) interaction inhibition; Keap1 Kelch-Nrf2 peptide fluorescence polarization, 1536-well; 340,000 tested, 0.15% active; Q14145; AID 504523; inhibition, % at 9.4 µM; in the data active = inhibition above about 12%;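 also: human Keap1 Kelch domain with fluorescein labeled Nrf2 9mer peptide probe; 0% = neutral control wells and 100% = peptide positive control; higher means more block of Keap1 binding to Nrf2 peptide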
# Pemphigus Ab inh – blocks pemphigus antibody binding to human desmoglein-3 | DSG3-coupled beads, scFv-anti-DSG3-GFP binding, flow cytometry; hits give low values | binding (percent of control), % at 10 µM | 310,000 tested, 0.48% active | AID 588358;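 active = binding more than 3 SD below its plate's average and above zero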;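 also: hits lower antibody fragment binding to DSG3; some compounds called inactive have numbers as strong as hits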
# V-ATPase pHluor – yeast V-ATPase proton transport regulation by pHLuorin. response, % at 10 µM. S. cerevisiae, pHLuorin cytosolic pH fluorescence. AID 504577. 350,000 tested, 0.37% active; in the data active = response mostly above about 7.3%, no sharp cut-off; inactive = mostly below about 5.4%; also: actives read high; inactives centre near 0; some compounds called inactive have numbers as strong as hits; reference of the scale not given here
# NSD2 inh – blocks human histone methyltransferase NSD2; O96028; 310,000 tested, 0.54% active; inhibition, % at 12.5 µM; AID 743445; NSD2 peptide methylation, AlphaScreen, 120 min; in the data active = inhibition above about 50%
# C-LANA FP – KSHV C-LANA DNA binding inhibition; 340,000 tested, 0.078% active; MBP-C-LANA/FAM-LBS DNA binding, fluorescence polarization; AID 504423; inhibition, % at 9 µM;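 active = highest replicate inhibition at or above 60% at 9 µM, even if other replicates fall short; inactive = all replicates below 60% inhibition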;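 also: 0% = neutral control wells and 100% = 4 µM acridine orange control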
# CAL PDZ FP-1 – blocks peptide binding to human CAL PDZ domain; Q9HD26; purified CAL PDZ, TMR-peptide fluorescence polarization, 1 h; inhibition, % at 20 µM; 330,000 tested, 0.02% active; AID 504414;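 active = highest replicate inhibition of at least 40%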;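 also: plate controls were DMSO neutral control wells for no effect and unlabeled competitor peptide control wells for full effect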
#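 System: purified tagged CAL PDZ domain construct (CerCALP). Schedule: 1 h incubation at room temperature before polarization reading. Medium: 25 mM sodium phosphate pH 7.4, 150 mM NaCl, TCEP, IgG, Thesit. Read-out: percent inhibition from loss of millipolarization. Measured by: FP readout, S and P plane fluorescence. Probe or stimulus: fluorescent TMR peptide probe.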
# Arr AP2 block – blocks beta-arrestin peptide binding to AP2 adaptin; FITC-arrestin peptide / GST-AP2 beads, flow cytometry; AP2 beta2 appendage carries R879A mutation; inhibition, % at 10 µM; 340,000 tested, 0.31% active; AID 504490;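 active = inhibition above a set limit, near 3 SD of compounds lacking own fluorescence, cut at about 54% in these data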;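 also: plate controls were DMSO wells for no effect and 5 µM unlabelled arrestin peptide for full effect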
#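 System: GST-AP2 R879A glutathione beads. Medium: PBS with 0.05% Tween 20 and 0.1% BSA. Also added: FITC-arrestin peptide, 50 nM. Incubation: 12 min plus 1 h, RT. Measured by: high-throughput flow cytometry of beads, ex 488, em 535 nm. Evaluation: percent drop in bead-associated FITC signal.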
# CAL PDZ FP-2 – blocks peptide binding to the human CAL PDZ domain; Q9HD26; purified CAL PDZ, TMR-peptide fluorescence polarization, 1 h; inhibition, % at 24.9 µM; 300,000 tested, 0.92% active; AID 602252;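 active = mean inhibition of at least 30% with at least half of replicates also reaching 30%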;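 also: 0% = DMSO neutral control and 100% = excess unlabeled competitor peptide PRC23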
# Numbers without * were called inactive; nt = no result given; & = joins results of further samples.
smiles	Keap1-Nrf2 PPI	RTF Ca sens inh	C-LANA FP	DAGLB inhibitor	Pemphigus Ab inh	CAL PDZ FP-1	Arr AP2 block	NSD2 inh	CAL PDZ FP-2	V-ATPase pHluor
COc1ccc(/C(C)=N\NC(=O)CNC(=O)C(c2ccccc2)c2ccccc2)cc1OC	1	-4	0.7	4	nt	-3.3	10	-7	4	-1
Cc1c(Cc2ccccc2)c(=O)oc2cc(OCC(=O)NCC(O)c3ccccc3)ccc12 (centres undefined)	-4	4	0.3	-4	102	-3.3	-1	0	-2	0
Cc1ccc(/C=C2\SC(=O)N(CCNC(=O)C3CSC4(C)CCC(=O)N34)C2=O)cc1 (centres undefined)	-1	-15	-0.3	2	93	-2.1	6	6	-1	-1
Cc1ccc(Sc2ccc(S(=O)(=O)Nc3ccc(CC(=O)O)cc3)cc2)cc1C	-3	2	3.5	6	nt	-1.5	-10	7	nt	0
CCCCN(C(=O)c1cccc(S(=O)(=O)N2CC(C)OC(C)C2)c1)c1c(N)n(CCCC)c(=O)[nH]c1=O (centres undefined)	2	2	1.1	-2	nt	-2.6	47	0	0	1
CCC(C)/C(C)=N/NC(=O)c1cn(-c2ccccc2)nc1-c1ccccc1 (centres undefined)	1	-1	-0.3	-1	nt	-0.4	7	3	-6	-1
CCC(=S)/C=C1\Sc2ccccc2N1CCCS(=O)(=O)O	2	-4	-1.3	0	nt	-0.4	26	8	-5	1
CCOc1ncccc1C(=O)Nc1ccc(S(=O)(=O)N2CCCC2)cc1	-1	-12	-1.1	-2	91	-0.4	29	-1	nt	1
COc1ccc(CNC(=O)C2CC(=O)N(c3ccc(OCC(=O)N4C(C)CCCC4C)cc3)C2)cc1 (centres undefined)	-4	-2	-0.9	2	nt	-2.0	3	0	1	4
C#CCOC(=O)C(NC(=O)c1ccccc1)=C1CCCCC1	5	-7	0.6	0	100	-0.3	1	-1	1	2
CC(=O)Nc1ccc2c(c1)C(=O)N(c1cccc(C)c1)C2=O	-1	4	-0.6	0	98	-1.2	3	-5	-1	-2
COc1ccc(OC)c(NC(=O)COC(=O)C2CCC2)c1	-4	1	1.2	-1	97	-2.2	3	0	nt	0
Cc1ccc2sc(N3CCN(C(=O)c4ccc([N+](=O)[O-])o4)CC3)nc2c1C	-2	-2	-0.1	-1	100	-1.6	2	1	-4	2
COc1cccc(CC2(CO)CCCN(Cc3ccccc3Cl)C2)c1 (centres undefined)	-4	-8	-3.0	-4	115	-0.1	-4	0	-9	0
CCC(=O)Nc1ccc(C(=O)CN2C(=O)NC3(CCCCCC3)C2=O)cc1	-5	-4	1.3	3	100	-1.0	25	1	nt	-4
COc1ccc(S(=O)(=O)N2CCCCC2)cc1NC(=O)Cn1cnc2c1c(=O)n(C)c(=O)n2C	2	-1	-1.5	1	98	-1.0	27	-1	-2	2
COc1ccc(CCC(=O)Nc2ccc(Cl)c(S(=O)(=O)N3CCOCC3)c2)cc1OC	-7	-11	1.1	1	116	-2.0	-8	-3	-22	0
CNC(=O)/C(=C\c1cccc(Oc2ccccc2)c1)NC(=O)c1ccccc1	-6	-5	0.9	1	101	-0.9	8	0	2	-3
O=C(NCCCN1CCOCC1)c1cc(-c2cccs2)on1	-1	-1	-0.4	-1	99	-0.1	5	-8	-2	3
CCC(NC(=O)Nc1ncccc1C)(C(F)(F)F)C(F)(F)F	-3	-5	-1.1	-3	106	-1.6	-2	-4	-3	0
c1ccc(C[n+]2cccc3c4ccccc4ccc32)cc1	-1	3	-1.6	0	104	-0.7	5	-3	-1	14
O=C(CN1CCCC1)N1CCCc2c1c(=O)oc1ccc(OCc3ccccc3)cc21	-4	-3	-0.3	-1	nt	-0.4	-6	3	4	2
O=C(Nc1cccc(-c2ccc(N3CCOCC3)nn2)c1)c1ccccc1	0	9	-1.0	1	103	-3.5	-3	0	nt	4
O=C(c1cccc2ccccc12)C1CCCN(C(=O)CCCn2cncn2)C1 (centres undefined)	-2	-2	-1.6	-2	107	-0.5	-13	-2	-3	0
Cc1ccc(CCNC(=O)C2CCCN(S(C)(=O)=O)C2)cc1 (centres undefined)	-1	0	0.2	1	103	-2.0	8	0	-3	-2
O=C(N1CCCCC1)C12CC3CC(CC(C3)C1)C2	1	5	-0.1	-3	101	-0.9	8	-1	-2	3
N#CC(c1ccccc1)c1ccc2c(C(F)(F)F)cc(C(F)(F)F)nc2n1 (centres undefined)	2	8	-1.3	28	97	-0.1	-6	0	-1	3
O=C(NCCOC(=O)c1ccncc1)c1ccccc1	-3	3	-2.5	1	109	-0.6	3	nt	-2	0
O=C(O)c1ccc(N/N=C/c2ccc(-c3ccccc3Cl)o2)cc1	0	2	-9.2	4	97	-0.1	2	nt	-4	-2
N#C/C(=C\c1ccc(N2CCOCC2)c([N+](=O)[O-])c1)c1nc2ccccc2[nH]1	1	7	-0.9	4	102	1.0	13	6	-4	-3

# Two records drawn at random from the list so far, as already listed:
smiles	Keap1-Nrf2 PPI	RTF Ca sens inh	C-LANA FP	DAGLB inhibitor	Pemphigus Ab inh	CAL PDZ FP-1	Arr AP2 block	NSD2 inh	CAL PDZ FP-2	V-ATPase pHluor
CC(=O)Nc1ccc2c(c1)C(=O)N(c1cccc(C)c1)C2=O	-1	4	-0.6	0	98	-1.2	3	-5	-1	-2
N#CC(c1ccccc1)c1ccc2c(C(F)(F)F)cc(C(F)(F)F)nc2n1 (centres undefined)	2	8	-1.3	28	97	-0.1	-6	0	-1	3

# Next part.
smiles	Keap1-Nrf2 PPI	RTF Ca sens inh	C-LANA FP	DAGLB inhibitor	Pemphigus Ab inh	CAL PDZ FP-1	Arr AP2 block	NSD2 inh	CAL PDZ FP-2	V-ATPase pHluor
O=C(NCC(c1cccs1)N1CCOCC1)c1ccc(Cl)cc1 (centres undefined)	1	-9	0.9	0	102	-2.1	25	0	-7	5
CC(C)COC(=O)CCn1[nH]c(=O)c2ccccc2c1=O	-3	-7	0.3	-2	108	-0.5	-4	-2	nt	-2
COc1cc(C)cc2oc(=O)c(CC(=O)N3CCN(C(=O)C4COc5ccccc5O4)CC3)c(C)c12 (centres undefined)	-5	0	-0.5	-1	90	-1.9	-8	-1	-3	4
COc1ccc2nc(-c3ccccc3)cc(C(=O)OCC(=O)N3CCCCC3)c2c1	1	-2	-0.7	-10	nt	-2.2	28	-5	17	1
CCC(C)NS(=O)(=O)c1ccc(NC(=O)C(Sc2ccccc2)c2ccccc2)cc1 (centres undefined)	3	-2	0.9	-1	118	-0.3	5	-2	nt	2
CCOC(=O)N1CCC(NCCNC(=O)c2ccccc2)CC1	7&-3	-5&-4	1.1&2.4	2&-3	104&104	-0.4	-8&-5	2	-6&-4	0&-2
Cn1c(COc2cccc3ccccc23)nnc1SCC(=O)OC1CCCCC1	-1	-8	0.0	-4	97	-1.7	1	2	0	-2
O=C(CN1CCOCC1)NCc1ccccc1	2	-1	-1.5	0	101	-1.4	21	3	6	1
COc1cccc(CNc2nc(-c3cccnc3)nc3ccccc23)c1	-2	-7	1.0	-4	103	-3.7	17	nt	-6	2
Cc1ccccc1-n1c(-c2ccco2)n[nH]c1=S	1	-3	-0.1	1	131	-2.4	-9	-2	-2	0
CC(=O)Nc1ccc(NC(=O)c2c(C)nn(Cc3ccccc3Cl)c2C)cc1	-1	-1	-2.0	-4	103	-3.3	7	-3	1	3
O=C(Nc1ccccc1)c1cccc(C(F)(F)F)c1	-1	-13	-0.9	0	109	0.8	4	-3	-4	2
NC(=O)c1nn(-c2ccccc2)nc1NC(=O)CN1CCCC1	0	5	1.5	1	91	-0.5	6	1	0	2
O=C(CSc1nnnn1-c1cccc(F)c1)NC1CC1	1	0	25	0	139	0.1	0	-2	12	1
Cc1cc(=O)oc2cc(NC(=O)c3ccccc3C(=O)O)ccc12	-3	2	-0.8	0	112	0.6	14	1	-8	0
O=C(COC(=O)c1ccccc1)NCc1ccco1	-6	-7	-0.4	-2	91	-1.3	-6	0	-3	-2
CCCCN(CC(=O)NCc1ccc(F)cc1)C(=O)c1ccco1	-1	-4	1.3	1	99	-0.5	18	-3	-4	1
O=c1nc2cccc3c2=c(/c1=C(\O)c1ccccc1)c1ccccc1c3=O	-3	-9	2.3	4	81	-2.3	26	3	-2	6
O=[N+]([O-])c1ccc(S(=O)(=O)Nc2ccc(S(=O)(=O)N3CCCC3)cc2)cc1	0	-16	-0.8	2	nt	-2.3	-9	1	2	-3
Cc1[nH]c2ccc3c(ncn3CCC#N)c2c1C	-2	-6	-0.3	1	110	-2.6	18	36	nt	8
CN1CCN(S(=O)(=O)c2cccc(C(=O)N(c3ccccn3)C3CCCCC3)c2)CC1	3	-13	1.5	-6	105	nt	-2	-2	1	-2
CCN(C(=O)CN1CCCC(C)C1)c1c(N)n(Cc2ccccc2)c(=O)[nH]c1=O (centres undefined)	-3	-1	-1.7	-1	97	0.0	28	0	nt	-3
COc1ccc2cc(C(=O)N3CCN(c4ccccc4OC)CC3)[nH]c2c1	-1	-3	-1.2	0	90	-0.7	-1	1	6	3
O=C(NCC(c1ccco1)N1CCN(c2ccc(F)cc2)CC1)OCc1ccccc1 (centres undefined)	-2	-13	-0.3	-5	90	-0.9	3	-2	-2	0
N#C/C(=C/c1ccc2c(c1)OCO2)C(=O)Nc1ccc(O)cc1	-4	2	5.3	1	94	-0.3	5	nt	-5	0
CCC(C)NC(=O)CSc1nc2ccsc2c(=O)n1NC(=O)c1ccccc1 (centres undefined)	-7	-1	-0.7	-2	94	0.9	-3	-1	-2	1
COc1ccc2c(c1)/C(=C\c1cccc(/C=C3/C(=O)Nc4ccc(OC)cc43)n1)C(=O)N2	-2	-8	-0.6	8	nt	-0.6	-1	0	4	6
O=C(O)c1cccc(N=NN2CCOCC2)c1	-3	nt	0.4	nt	100	0.0	10	0	5	-1
CC(=O)NC1N=C(C)N(c2ccccc2)C1=O (centres undefined)	-4	0	1.2	0	104	-0.8	16	1	nt	2
N#Cc1c(N2C(=O)C3C4C=CC(C4)C3C2=O)sc2c1CCC2 (centres undefined)	-4	-8	2.9	-5	nt	-0.4	6	-1	-2	-4
O=C(CCS(=O)(=O)c1ccc(F)cc1)Nc1nnc(-c2ccc(F)cc2)o1	0	-14	-0.8	2	100	-1.9	-21	0	1	2
CCOc1ccc(/C=N/Nc2ccccn2)cc1OC	-2	-5	-2.1	2	110	-0.6	-9	nt	30	-1
CC(C)(C)C(=O)Cn1ncc(N2CCOCC2)c(Br)c1=O	1	-7	1.5	0	104	-1.2	16	1	-5	-5
O=C1CCCC(O)=C1N=Nc1c(Cl)cc(Cl)cc1Cl	-3	-9	-0.7	1	104	-0.5	0	2	-1	-3
Cc1c(C(=O)O)oc2ccc(S(=O)(=O)N3CCC(C)CC3)cc12	-3	-3	-0.5	-1	105	0.4	3	-1	nt	-4

# Source: PubChem

# This is a subset; the hit share may differ from the screen's.
